SARS 3CLpro inh – SARS-CoV 3CLpro protease inhibition | P0C6X7 | recombinant SARS-CoV 3CLpro, quenched FRET peptide cleavage | inhibition, % at 6 µM | 0.14% of 290,000 active; in the data active = inhibition above about 12%
DUSP3 inh – inhibitors of human VHR1 phosphatase (DUSP3); P51452; recombinant VHR phosphatase, pNPP absorbance; inhibition, % at 13.3 µM; 0.52% of 290,000 active; AID 1654; in the data active = inhibition above about 50%; note: some compounds called inactive have numbers as strong as hits
Target sequence (P51452 whole entry, looked up): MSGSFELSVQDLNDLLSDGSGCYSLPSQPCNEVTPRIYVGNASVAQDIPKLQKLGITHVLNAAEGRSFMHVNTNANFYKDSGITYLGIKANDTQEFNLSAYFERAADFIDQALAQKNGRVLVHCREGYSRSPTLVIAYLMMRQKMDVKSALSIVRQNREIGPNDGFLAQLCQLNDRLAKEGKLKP
Rv3671c protease – inhibitors of M. tuberculosis serine protease Rv3671c. P9WHR9. AID 2606. 0.048% of 320,000 active. inhibition, % at 5.96 µM; in the data active = inhibition above about 38%;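 note: extracellular domain of Rv3671c used as enzyme; 0% = enzyme with DMSO and 100% = no enzyme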
Target sequence (P9WHR9 whole entry, looked up, the tested form may be a part): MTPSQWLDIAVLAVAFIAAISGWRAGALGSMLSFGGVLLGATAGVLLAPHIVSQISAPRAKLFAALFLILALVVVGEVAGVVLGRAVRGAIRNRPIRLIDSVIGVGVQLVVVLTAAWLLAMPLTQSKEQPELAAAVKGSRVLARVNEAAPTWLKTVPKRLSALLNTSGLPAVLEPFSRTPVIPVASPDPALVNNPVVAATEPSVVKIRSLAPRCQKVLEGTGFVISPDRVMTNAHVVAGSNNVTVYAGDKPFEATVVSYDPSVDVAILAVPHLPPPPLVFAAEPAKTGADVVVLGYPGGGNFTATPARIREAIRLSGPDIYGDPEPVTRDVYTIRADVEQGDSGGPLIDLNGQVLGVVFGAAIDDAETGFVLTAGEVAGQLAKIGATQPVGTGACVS
* = called active by the depositor. Only part of the results is shown; the hit share may differ from the screen's.

SMILES	SARS 3CLpro inh	DUSP3 inh	Rv3671c protease
COC(=O)/C=C1\C(=O)N(c2nc3ccc(OC)cc3s2)C(=S)N1c1ccc(F)cc1	-3.9	6.2	-5.8
CC1=CC(C#N)(C#N)C(C#N)(C#N)C(c2ccccc2)N1 (centres undefined)	1.4	17.4	42.9*
Cc1ccc(-n2c(SC3CCOC3=O)nc3ccccc3c2=O)cc1 (centres undefined)	0.3	27.4	1.6
CCN(CC)S(=O)(=O)c1ccc(OC)c(NC(=O)C(Cc2ccccc2)N2C(=O)c3ccccc3C2=O)c1 (centres undefined)	5.1	22.5	-27.9
N#CCCN(Cc1cccnc1)C(=S)NC(=O)C1CC1	2.9	10.2	-4.0
COC(=O)N1CCN(C(=O)Cc2ccc(Cl)c(Cl)c2)C(CN2CCCC2)C1 (centres undefined)	-1.5	30.1	-7.9
CC(=O)c1cc2c(cc1NC(=O)CSc1nc3ccccc3[nH]1)OCO2	-0.1	31.5	-10.0
CC(=O)Nc1ccc(Nc2ncnc3ccccc23)cc1	0.3	24.5	-5.2
O=C(Cn1c(=O)c(=O)n(Cc2ccccc2)c2ccc(Cl)cc21)Nc1cc(F)ccc1F	0.0	21.6	-2.4
N#CCOc1ccc2oc(-c3ccco3)cc(=O)c2c1	-2.7	1.7	7.1

Rewritten field by field: four of the compounds above.
COC(=O)N1CCN(C(=O)Cc2ccc(Cl)c(Cl)c2)C(CN2CCCC2)C1 (centres undefined)
  SARS 3CLpro inh: -1.5
  DUSP3 inh: 30.1
  Rv3671c protease: -7.9
Cc1ccc(-n2c(SC3CCOC3=O)nc3ccccc3c2=O)cc1 (centres undefined)
  SARS 3CLpro inh: 0.3
  DUSP3 inh: 27.4
  Rv3671c protease: 1.6
CC(=O)c1cc2c(cc1NC(=O)CSc1nc3ccccc3[nH]1)OCO2
  SARS 3CLpro inh: -0.1
  DUSP3 inh: 31.5
  Rv3671c protease: -10.0
CCN(CC)S(=O)(=O)c1ccc(OC)c(NC(=O)C(Cc2ccccc2)N2C(=O)c3ccccc3C2=O)c1 (centres undefined)
  SARS 3CLpro inh: 5.1
  DUSP3 inh: 22.5
  Rv3671c protease: -27.9

(continued)
SMILES	SARS 3CLpro inh	DUSP3 inh	Rv3671c protease
Brc1cccc(/C=N/Nc2nc(N3CCCCC3)nc(N3CCCCC3)n2)c1	3.7	30.5	0.5
O=C(CNC1CCCCCC1)Nc1ccc(N2CCCC2)cc1	-3.0	31.5	4.5
Cc1ccc(-c2ccc(/C=C(\C#N)C(=O)Nc3cc(C)nn3-c3ccccc3)o2)cc1	-0.5	-11.5	2.8
CCOC(=O)CNC(=O)c1cc(C)oc1C	1.1	-2.1	-4.6
CC(=O)Nc1cccc(-c2nnc3c4ccccc4c(C)nn23)c1	-0.8	4.0	-4.1
O=C(O)CCCNc1cc(N2CCC3(CC2)OCCO3)c2noc3c2c1C(=O)c1ccccc1-3	3.0	68.6	-22.9
CC(C)c1ccccc1NC(=O)COc1ccc2c(=O)c(Oc3ccc4ccccc4c3)coc2c1	0.4	-0.9	-78.7
COc1cc(CCC(=O)N2CCN(c3ccc(N4CCOCC4)nn3)CC2)cc(OC)c1OC	-2.0	25.0	-2.5
Cc1noc(C)c1CSc1ncnc2sc3c(c12)CCC(C)C3 (centres undefined)	-3.8	-2.8	-1.5
CCNC(=S)N/N=C(\C)c1ccc2ccccc2c1	4.6	-21.1	-5.3
O=C(CSc1nnc(-c2ccncc2)n1CCc1ccccc1)N1CCCC1	0.3	-15.2	11.8
CCc1cc2cc3c(cc2nc1SCC(=O)Nc1cc(OC)c(OC)cc1C(=O)O)OCO3	-2.7	12.5	-2.4
COC(=O)c1cccc(Cn2cc([N+](=O)[O-])cn2)c1	-4.4	2.8	-4.3
CCOC(=O)c1cc(C(=O)c2ccccc2O)cn2c(=O)c3c(C)c(C)sc3nc12	-0.1	21.6	-12.1
O=C(CSc1nnc(-c2ccc3c(c2)OCCO3)o1)NC1CCCCC1	1.9	24.9	4.8
COc1ccc(-n2c(C)nc3sc4c(c3c2=O)CCCC4)cc1	3.8	5.3	0.3
C#CCOCCOCCOCCNc1nc(N2CCN(C(=O)C(Cc3ccc(O)cc3)n3cc(C(N)CC(C)C)nn3)CC2)nc(N2CCN(C(=O)C(Cc3cc4ccccc4[nH]3)n3cc(C(N)C(C)CC)nn3)CC2)n1 (centres undefined)	0.1	32.0	5.2
CN1CCc2nc(SCC(=O)Nc3ccc(F)cc3)c(C#N)cc2C1	-7.5	15.5	-11.5
COc1ccccc1NC(=O)c1c(N=Cc2ccccc2O)cnn1C	-2.2	14.4	-5.6
CCCCN1CCCC1CNC(=O)c1cc(C#N)c2ccccc2c1OC (centres undefined)	-1.8	7.4	6.3
CC1CCC2C(C1)OS(=O)(=O)NC2(C)C (centres undefined)	-1.3	28.3	-2.5
CC(O)c1cccc(NC(=O)Cc2cccc3ccccc23)c1 (centres undefined)	4.7	-5.7	0.7
Cc1ccccc1Nc1nc(-c2sc(NC(=O)c3ccc([N+](=O)[O-])cc3)nc2C)cs1	1.1	12.3	0.0
O=C(CCC(=O)N1CCN(c2ccc(O)cc2)CC1)c1ccc(Br)cc1	2.4	8.7	3.4
COc1cc(/C=C2\SC(=S)NC2=O)ccc1OS(=O)(=O)c1ccccc1	3.0	-5.3	-16.9
O=C(CSc1nc(C2CC2)nc2ccccc12)NCc1ccc2c(c1)OCO2	1.2	10.7	-8.8
CCCCNC(=O)Oc1c(Br)cc2sc(=O)oc2c1Br	-0.8	17.5	-5.6
CCOC(=O)N1CCN(C(=O)c2cn(CC)c3cc(N4CCN(C)CC4)c(F)cc3c2=O)CC1	-2.9	13.2	-5.3
COc1ccc(C2NC3=C(CCCC3)C(C#N)(C#N)C2(C#N)C#N)cc1 (centres undefined)	-3.8	-8.0	21.4
Cc1ccccc1Cn1c(CN2CCN(c3ccc(F)cc3)CC2)nc2c1c(=O)n(C)c(=O)n2C	-1.9	13.6	-6.6
Cc1ccc(-c2nnc(SCC(=O)n3c4c(c5ccccc53)CCCC4)o2)cc1	6.0	-5.8	2.6
COc1ccc(N=c2oc3ccccc3cc2C(=O)Nc2ccccn2)cc1OC	-0.6	21.7	-7.6
O=C(NCCC1=CCCCC1)c1ccc(Cl)cc1	-3.2	1.9	-7.3
O=C(NCCNc1ccc2ccccc2c1)c1cccn2c(=O)c3sccc3nc12	2.3	16.9	3.5
O=C(CN1C(=O)/C(=C\c2cccc(Cl)c2)Oc2ccccc21)N1CCN(c2ccccn2)CC1	1.8	6.0	-6.9
Cc1ccc(S(=O)(=O)/N=C2/C=C(Sc3ncn[nH]3)C(=O)c3ccccc32)c(C)c1	10.9	15.2	-180.7
C=CCC(NCc1ccco1)c1ccc(OC)cc1OC (centres undefined)	-2.2	21.9	-2.7
CCc1nc2sc3c(=O)n(N)cnc3c2c2c1COC(C)(C)C2	4.6	-8.9	-6.4
CC1=C(C#N)c2nc(N)c(C#N)c(C)c2/C1=C\c1ccc(C)cc1	-3.1	6.4	6.2
CC(C(=O)Oc1ccc2c(c1)OCO2)N1C(=O)c2ccccc2C1=O (centres undefined)	1.8	21.4	8.4
O=S(=O)(NCc1cccs1)c1ccc(Br)s1	3.1	10.1	0.4
Cc1cc2c(cc1C)-c1nnc(-c3ccc4ccccc4n3)n1C(C)(C)C2	-3.0	42.0	2.3
c1ccc(-c2[nH]c[n+](CC3CO3)c2-c2ccccc2)cc1 (centres undefined)	0.8	1.1	-19.3
O=C1NC(=O)N(c2ccccc2)C(=O)/C1=C/c1ccc2c(c1)Cc1ccccc1-2	1.5	7.7	-15.3
CCOc1ccccc1N1CCN(C(=O)Nc2ccc(Cl)c(Cl)c2)CC1	-4.2	1.3	3.2
CC(=O)CCCCn1cnc2c1c(=O)n(C)c(=O)n2C	-3.0	7.4	1.7
COc1ccc2nc(Nc3nc(CSc4nnc(C)s4)cc(=O)[nH]3)nc(C)c2c1	2.6	42.9	7.2
O=C(Nc1ccccc1-c1nc2ccccc2[nH]1)c1sc2ccccc2c1Cl	-1.2	11.0	3.7
CS(=O)(=O)/C(C#N)=C\c1cnc(S(=O)(=O)c2ccccc2)s1	-2.1	-5.3	-22.6
COC/C=C/C1=CC2=CC(=O)C(C)(OC(=O)c3cnc4ccccc4n3)C(=O)C2=CN1C1CCCCC1 (centres undefined)	-1.4	36.0	2.4

New compounds follow.
SMILES	SARS 3CLpro inh	DUSP3 inh	Rv3671c protease
Cc1ccc(CN2C(=O)C3CCCN3c3ccc(C#N)cc32)cc1 (centres undefined)	0.9	21.3	-4.3
Oc1ccc(C=Nc2ccc3ncccc3c2)c(O)c1	3.4	-10.5	-6.4
Cc1ccc(OCCOCCn2cnc3ccccc3c2=O)cc1C	4.6	25.7	-0.1
COc1cccc(CN2C(=O)C3CCCN3c3ccc(S(=O)(=O)N4CCOCC4)cc32)c1 (centres undefined)	-0.4	27.6	-11.0
O=C1CSC(=S)N1/N=C/c1ccc(Cl)c([N+](=O)[O-])c1	6.9	32.8	10.8
CCOC(=O)c1ccc(-n2c(CC)nc3ccccc3c2=O)cc1	-3.6	15.5	-2.3
CNC(=O)c1c(N)sc2c1CCCCC2	-1.5	19.4	-16.2
CC1=C(C#N)C(=O)N(C2CCS(=O)(=O)C2)C(=O)/C1=C\c1ccc(C)o1 (centres undefined)	1.3	40.5	1.1
COc1cccc(C2C3=C(N=c4s/c(=C\c5ccccc5O)c(=O)n42)c2ccccc2CC3)c1OC (centres undefined)	1.8	-9.6	-4.5
CC1=NN(C(N)=S)C(=O)C1N=Nc1cccc2ccccc12 (centres undefined)	4.1	9.1	24.4
Cc1c(C(=O)O)c(C(=O)O)nc2ccc(N3CCOCC3)cc12	-5.4	8.5	1.6
CCOC(=O)CC(NC(=O)Cn1nnc(-c2ccccc2C)n1)c1ccc(OC)cc1 (centres undefined)	2.5	19.0	-4.4
C/C(CCN1CCc2nc(-c3ccccc3)c(-c3ccccc3)cc2C1)=N\O[C@@H](C)c1cn([C@H](CO)Cc2ccccc2)nn1	2.1	12.4	4.5
C=CCN1/C(=C2/SC(=S)N(C)C2=O)Sc2ccccc21	1.1	21.9	-8.4
COc1ccc(OC)c(CCNC(=O)Cn2sc3nc(C)cc(C)c3c2=O)c1	-2.2	20.8	0.5
O=C(NCc1ccccn1)c1ccc2nc(-c3ccco3)c(-c3ccco3)nc2c1	1.1	24.4	-3.8
CCn1c(=O)c(C(=O)Nc2ccsc2C(=O)OC)c(O)c2ccccc21	-4.7	20.8	-2.8
C/C(=N\n1nnnc1Nc1ccccc1)c1ccc(N)cc1	-2.3	27.6	-7.5
CC1(N2CCOCC2)CC2(O)C(=[N+]1[O-])CCc1nonc12 (centres undefined)	-5.7	41.4	1.3
O=C(N/N=C/c1ccc(N2CCCCC2)o1)C(O)(c1ccccc1)c1ccccc1	5.5	-0.8	-3.0

Entries shown so far that contain bromine (four):
SMILES	SARS 3CLpro inh	DUSP3 inh	Rv3671c protease
Brc1cccc(/C=N/Nc2nc(N3CCCCC3)nc(N3CCCCC3)n2)c1	3.7	30.5	0.5
O=C(CCC(=O)N1CCN(c2ccc(O)cc2)CC1)c1ccc(Br)cc1	2.4	8.7	3.4
CCCCNC(=O)Oc1c(Br)cc2sc(=O)oc2c1Br	-0.8	17.5	-5.6
O=S(=O)(NCc1cccs1)c1ccc(Br)s1	3.1	10.1	0.4

Next part
SMILES	SARS 3CLpro inh	DUSP3 inh	Rv3671c protease
Cc1ccc(C)n1-c1ccccc1N	-3.3	26.8	-1.4
Cc1ccc(NC(=O)c2ccccc2OCC(=O)Nc2cccc(Cl)c2C)nc1	-2.2	16.9	-1.8
COc1ccc(N2C(=O)[C@@H]3[C@H](C2=O)[C@H](C(=O)c2ccc(OC(C)=O)cc2)N2N=CC=C[C@@H]32)cc1	2.9	-9.9	3.0
CCOC(=O)C(CSCC(=O)c1ccc(Br)cc1)NC(=O)OC(C)(C)C (centres undefined)	1.8	11.6	-1.8

Screens as filed in PubChem.
